EBV gp42 block = Epstein-Barr virus gp42 inhibitors, primary screen, biochemical, uHTS, fluorescence polarization; Glycoprotein 42 (Epstein-Barr virus (strain AG876)), Q1HVG2; inhibition, % (tested at 21.74 µM); 220,000 compounds, 0.42% hits; Fluorescence polarization binding assay, mP read-out; in the data active = inhibition above about 50%
Target sequence (Q1HVG2 whole entry, looked up): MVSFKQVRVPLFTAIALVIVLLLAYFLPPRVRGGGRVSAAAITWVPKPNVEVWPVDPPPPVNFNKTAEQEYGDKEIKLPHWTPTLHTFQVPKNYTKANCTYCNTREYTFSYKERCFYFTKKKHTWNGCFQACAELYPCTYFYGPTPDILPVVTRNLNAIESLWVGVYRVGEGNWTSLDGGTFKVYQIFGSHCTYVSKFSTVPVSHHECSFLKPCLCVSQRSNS
p47phox inh = p47phox/p22phox peptide binding inhibitors, primary screen, biochemical, uHTS, NADPH oxidase regulatory subunit | fluorescence polarization, 2 h | 220,000 compounds, 0.53% hits | Neutrophil cytosol factor 1 (Homo sapiens), P14598 | inhibition, % at 24.7 µM | AID 1274, 2008;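 active = inhibition above about 30%, limit read from the data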;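 note: 0% = p47phox with labelled peptide and 100% = labelled peptide alone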
Runt-CBFb FRET = inhibitors of RUNX1 Runt–CBFb binding, primary screen, biochemical, FRET, Cerulean-Runt, Venus-CBFb, uHTS; Cerulean-Runt/Venus-CBFb FRET ratio 530/480, 1 h; inhibition, % at 20 µM; 220,000 compounds, 0.46% hits; AID 1496, 2009;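 active = inhibition over about 50% at 20 µM in the single-dose screen, limit read from the data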;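 note: 0% = DMSO wells and 100% = excess unlabeled CBFb competitor control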
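Doses: 20 µM compound in 1% DMSO | Material: Cerulean-labeled Runt domain protein | Amount: Each fluorescent fusion protein 100 nM | Schedule: Two 1 h room-temperature incubations shielded from light | Measured by: FRET fluorescence | Evaluation: Loss of energy transfer signal | Controls: Unlabeled CBFb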
Furin inhibitor = human furin inhibitors, primary screen, biochemical, fluorescence intensity | inhibition, % at 30 µM | 220,000 compounds, 0.061% hits | purified furin, fluorogenic substrate cleavage | AID 463115, 2010; in the data active = inhibition above about 25%; note: inactives centre near -15
Target sequence (P09958 108-714 limits assumed): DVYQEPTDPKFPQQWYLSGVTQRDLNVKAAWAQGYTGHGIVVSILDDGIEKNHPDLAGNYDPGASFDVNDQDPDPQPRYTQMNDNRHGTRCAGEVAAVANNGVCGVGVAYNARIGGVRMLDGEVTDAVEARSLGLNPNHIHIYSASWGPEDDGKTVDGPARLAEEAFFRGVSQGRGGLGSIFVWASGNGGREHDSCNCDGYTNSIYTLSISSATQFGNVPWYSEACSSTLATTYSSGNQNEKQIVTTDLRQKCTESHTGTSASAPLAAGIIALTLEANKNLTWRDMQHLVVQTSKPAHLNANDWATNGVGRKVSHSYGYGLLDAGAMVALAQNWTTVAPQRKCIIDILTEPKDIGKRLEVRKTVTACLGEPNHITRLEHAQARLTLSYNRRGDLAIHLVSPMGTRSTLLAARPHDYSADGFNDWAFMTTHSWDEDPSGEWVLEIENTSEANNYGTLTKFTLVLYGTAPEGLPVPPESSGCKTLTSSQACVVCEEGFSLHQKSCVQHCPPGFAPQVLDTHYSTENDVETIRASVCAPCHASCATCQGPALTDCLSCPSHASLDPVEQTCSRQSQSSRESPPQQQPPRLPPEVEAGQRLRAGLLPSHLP
Tb hexokinase = Trypanosoma brucei hexokinase 1 inhibitors, primary screen, biochemical, G6PDH-coupled NADH absorbance, MLSCN library | hexokinase 1 [Trypanosoma brucei] | recombinant TbHK1, G6PDH-coupled NADH A340 | inhibition, % at 10 µM | 220,000 compounds, 0.11% hits;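 active = inhibition of 50% or more in the single-dose primary screen; inactive = inhibition below 50%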
p97 ATPase inh = inhibitors of human p97 ATPase, primary screen, biochemical | Transitional endoplasmic reticulum ATPase (Homo sapiens), P55072 | recombinant p97 ATPase, Kinase-Glo ATP luminescence, 3 h | inhibition, % at 8 µM | 220,000 compounds, 0.42% hits; in the data active = inhibition above about 15%;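 note: 0% = DMSO vehicle and 100% = wells lacking enzyme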
RBBP9 inh = human RBBP9 inhibitors, primary screen, biochemical, fluorescence polarization, FP-Rh probe, HTS; Serine hydrolase RBBP9 (Homo sapiens), O75884; recombinant RBBP9; inhibition, % at 7.94 µM; 220,000 compounds, 0.2% hits; AID 1515, 2009;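 active = inhibition above the campaign mean of all tested compounds plus 3 SD, cut at about 14% in these data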;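 note: plate controls were DMSO wells with RBBP9 for no effect and wells lacking RBBP9 protein for full effect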
Target sequence (O75884 whole entry, looked up): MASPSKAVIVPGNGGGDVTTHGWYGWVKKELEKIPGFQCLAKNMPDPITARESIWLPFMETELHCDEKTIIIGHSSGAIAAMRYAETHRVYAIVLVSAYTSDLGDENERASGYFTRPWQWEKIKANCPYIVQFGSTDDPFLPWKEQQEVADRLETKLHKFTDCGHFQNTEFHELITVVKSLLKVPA
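System: RBBP9 protein / Buffer or medium: Tris/NaCl buffer pH 8.0 with 0.1% Pluronic / Probe or stimulus: Serine-hydrolase probe FP-Rh, 375 nM pre-mixing / Dosing: 7.94 µM single dose, 0.794% DMSO / Times: enzyme-compound preincubation 30 min, then probe labeling 45 min, 25 °C / Technique: fluorescence polarization (mP), excitation 525 nm, emission 598 nm / Replication: singlicate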
Calpain2 inh = inhibitors of pig calpain II, primary screen, biochemical, fluorogenic peptide substrate, 1536-well | inhibition, % at 16 µM | 220,000 compounds, 0.37% hits | purified calpain II, 30 min;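 active = inhibition above about 50%, limit read from the data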
Runt-SMMHC FRET = inhibitors of RUNX1 Runt–CBFb-SMMHC binding, primary screen, biochemical, FRET, Cerulean-Runt, Venus-CBFb-SMMHC, uHTS; Runt-related transcription factor 1 (Homo sapiens) + Core-binding factor subunit beta …; Cerulean-Runt/Venus-CBFb-SMMHC FRET ratio 530/480, 1 h; inhibition, % at 20 µM; 220,000 compounds, 0.74% hits; AID 1434, 2008;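 active = mean inhibition across duplicate retests at 20 µM reaching about 50%, limit read from the data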;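 note: 0% = DMSO wells and 100% = wells with excess untagged CBFb-SMMHC; inhibitors lower the FRET ratio by blocking Runt binding to CBFb-SMMHC; some results filed as inactive read as strong as hits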
Starred values were filed as active, the others as inactive; i = inactive; . = no result given; & = joins results of further samples; [ ] = dose if it differs, or a comment. These rows are one share of the data. The share of hits here may be higher or lower than overall.

SMILES	EBV gp42 block	p47phox inh	Runt-CBFb FRET	Furin inhibitor	Tb hexokinase	p97 ATPase inh	RBBP9 inh	Calpain2 inh	Runt-SMMHC FRET
COc1cc(C(=O)Nc2ccc(Br)cc2C(=O)c2ccccc2)cc(OC)c1OC	-7	-7	-5	-18[20 µM]	2	2	-3	9	-1
Brc1ccc(CN2CCNCC2)s1	-6	0	2	-13[20 µM]	1	4	-10	-39	-3
COc1ccc(CCn2c(O)c(C=NCCCn3ccnc3)c(=O)[nH]c2=O)cc1OC	11	4	-1	-15[20 µM]	-11	0	4	18	2
Cc1cccc(OP(N)(N)=O)c1C	-7	6	1	-5	7	-2	-5	22	0
N#Cc1c(N2CCNCC2)nc(-c2ccco2)c2c1CCCC2	-8	2	0	-21	-49	3	-9	-66	1
COc1cc(CC2(CCc3ccncc3)C(=O)N(C)C(=O)N(C)C2=O)cc(OC)c1OC	-18	2	2	-3	0	-3	0	-4	4
O=C1NC(=O)N(Cc2ccco2)C(=O)/C1=C/c1cccn1CCOc1ccccc1Cl	-31	-55	42	-15	0	9	-5	33	28
COC(=O)C(O)(c1ccc(N(C)C(=O)c2cccs2)cc1)C(F)(F)F (centres undefined)	-16	-5	.	-19	-3	1	-1	9	.
O=c1[nH]c(=O)n(C2CCCCC2)c(O)c1C=NCCCn1ccnc1	-30	-19	2	-13	6	4	-6	15	-7
Clc1cccc(C2NCCc3[nH]cnc32)c1 (centres undefined)	2	-3	1	-25[20 µM]	-1	2	-8	-1	5
Cn1c(O)c(C(=NCCN2CCCCC2)c2ccccc2Cl)c(=O)n(C)c1=O	-9	-1	0	-26	-3	4	-1	0	1
O=C(Cc1ccccc1)N1CCN(C/C=C/c2ccccc2)CC1	-37	-11	0	-17	-11	-9	-8	-32	4
COc1ccc(-c2cc(-c3ccccc3)[n+](C)c(-c3ccccc3)c2)cc1	-7	-4	-1	3	-32	1	-5	i	4
CCOP(=O)(OCC)C1(O)C(=O)Nc2ccccc21 (centres undefined)	-6	-5	0	-18	-1	1	-1	-4	5
Cc1ccc(C)c(NC2=NCCCS2)c1	-14	1	-4	-23[20 µM]	2	2	-5	-9	-11
c1ccc(P(c2ccccn2)c2ccccn2)cc1	4	-2	0	-14	-1	-2	-9	2	-5
COc1ccc(N/N=C/c2c(O)n(-c3ccc(C)c(C)c3)c(=O)[nH]c2=O)cc1	-3	-3	-6	-28	-6	4	-12	1	-3
O=c1[nH]c(=O)n(-c2ccc(Cl)cc2)c(O)c1C=NCCN1CCCCC1	-10	0	.	-17	-3	2	-4	0	3
CCCn1c(C(=O)c2ccccc2OC)nc2ccccc21	18	16	-1	-21	-14	6	-5	8	0
COc1cc(C=C2C(=O)NC(=O)NC2=O)ccc1O	-22	-10	-2	-9	-77	6	-6	-6	1
CC(C)[N+](C)(CCC(C(N)=O)(c1ccccc1)c1ccccc1)C(C)C	-25	-5	-7	.	.	3	5	13	5
CCCCn1c(NS(=O)(=O)c2ccc(C)cc2)c(C(=O)OCC)c2nc3ccccc3nc21	24	-6	10	5	-5	0	-1	-492	58*
CC1=CC(=C2C(=O)NC(=S)NC2=O)C=C(C(F)(F)F)N1CCc1ccccc1	-22	-23	-15	-10	-3	3	-8	-96	-41
O=C(COc1ccc(Br)cc1)N1CCN(Cc2c[nH]c3ccccc23)CC1	-1	-21	-1	-23[20 µM]	-6	5	4	-51	0
COc1ccc(CCn2c(O)c(C=Nc3ccccc3F)c(=O)[nH]c2=O)cc1OC	-7	10	-3	-23	-56	1	0	-47	1
Cn1c(=O)cc(OCC(=O)N2CCN(Cc3ccc4c(c3)OCO4)CC2)c2ccccc21	-22	-4	1	-16[20 µM]	-3	1	-11	6	2
CNCCc1c(C)n[nH]c1C	-11	-5	0	-25	-3	6	-3	-7	-1
CNC(C(=O)c1ccccc1)C(OC)c1ccc(C)cc1 (centres undefined)	-8	-6	-1	-16	3	-1	-8	-3	1
CCOC(=O)C(C)(CC)NC(=O)CSP(=S)(OCC)OCC (centres undefined)	-12	-9	-1	-16[20 µM]	1	0	3	22	-1
COc1cccc(CNC2CN3CCC2CC3)c1OC (centres undefined)	-18	-6	-2	-16	-3	-2	-5	-3	2
O=c1[nH]c2ccccc2n1C1CCN(CCCC(c2ccc(F)cc2)c2ccc(F)cc2)CC1	-2	-17	-1	-21	5	-1	-7	6	2
Cn1c(O)c(C=Nc2ccccc2Sc2ccccc2)c(=O)n(C)c1=O	9	-6	-8	-11	6	-3	-12	-86	3
CCC(C)OC(=O)c1c(N)n(Cc2cccs2)c2nc3ccccc3nc12 (centres undefined)	-6	-38	53*	-24[20 µM]	-3	-2	-7	i	94*
CCOC(=O)C1C2NC(=O)N(Cc3ccccc3)C1(C)Oc1c(OC)cccc12 (centres undefined)	.	.	3	-20	-1	-4	-3	.	3
CCN(CC)c1ccc(N=Cc2c(O)n(Cc3ccccc3)c(=O)[nH]c2=O)cc1	-8&11	-18&-16	-8&-185	-12[20 µM]	-7&-8	6&3	-3&-2	-22&0	-73
COc1ccc(C2NCc3ccccc3-n3cccc32)cc1 (centres undefined)	-9	-17	1	-31	8	-5	-5	17	1
CCCCn1c(O)c(C(C)=Nc2ccc3c(c2)CCC3)c(=O)[nH]c1=O	-12	0	0	-19	-4	-4	-7	-199	-1
CNC(C(=O)c1ccccc1)C(OC(C)=O)c1cccc([N+](=O)[O-])c1 (centres undefined)	-2	-2	-1	-19	-19	4	-3	15	1
CCCCn1c(O)c(/C=N/N2CCCCC2c2cccnc2)c(=O)[nH]c1=S (centres undefined)	-31	-153	-1	13	-44	3	-5	0	-2
Cc1c(C=C2C(=O)NC(=O)NC2=O)c(=O)n(-c2ccccc2)n1C	-4	3	-3	-5	10	-7	-9	17	-4
O=P(O)(O)/C=C(\Cl)c1ccccc1	-16	-11	1	-15	-1	-2	-5	-16	1
O=C(c1cc2ccccc2oc1=O)N1CCC2(CC1)OCCO2	-11	-9	2	-5[20 µM]	-8	-4	3	4	-3
CC(Cc1ccccc1)[n+]1cc(/N=C(\N)[O-])on1 (centres undefined)	7	0	0	-22	-17	-1	-1	-9	-11
NC1CCCCC1N=Cc1c(O)n(Cc2ccc(F)cc2)c(=O)[nH]c1=O (centres undefined)	-12	-9	-3	-2	33	-1	-8	-59	-2
N#Cc1ccc(OCC(=O)N2CCN(Cc3ccc4c(c3)OCO4)CC2)cc1	1	0	2	-7	-1	-3	-6	-20	0
CCSc1nnc([C@@H](N)Cc2c[nH]c3ccccc23)o1	-15	-13	-3	-19	1	-4	-5	21	1
Cc1ccc(-c2nc3ccccc3c(=O)n2-c2cc(C)ccn2)cc1	-19	-5	0	-20[20 µM]	-2	0	1	-12	1
O=Cc1cn(Cc2ccccc2F)c2ccccc12	-15	-6	-1	-7	0	4	-8	18	8
C[N+]1(C)[C@@H]2CC[C@H]1CC(OC(=O)C(CO)c1ccccc1)C2 (some centres undefined)	-8&-11	-10&-11	-1	-20	1	7	-6	-7&-9	1
CCC(C)N1CCN(C(=O)Cc2ccccc2)CC1 (centres undefined)	2	-8	2	-20[20 µM]	-5	-6	-11	28	0
Cc1ccc(S(=O)(=O)N2CCCC(C(=O)N3CCC4(CC3)OCCO4)C2)cc1 (centres undefined)	-1	-4	-1	-38	-8	-1	2	-22	-1
Cc1cccc(-n2c(O)c(/C=C/C=Nc3ccccc3)c(=O)[nH]c2=O)c1	-331	-187	31	31*	-9	1	-6	14	75
CN(C)CCn1cnc2ccccc21	-16	-8	0	-14	5	2	-8	-6	-3
Cc1ccc2c(c1)C1CN(C)CCC1N2C(=O)COc1ccc(S(=O)(=O)N2CCOCC2)cc1 (centres undefined)	-19	-6	0	-12	5	1	-8	4	-1
C=C1N2CCC(CC2)C1(O)c1ccccc1C (centres undefined)	-29	-4	-1	-11	8	1	-2	-18	0
CCc1c(C)nc(N)nc1N1N=C1SC	10	7	4	-16[20 µM]	24	0	-7	-22	-2
Cc1c(N=Cc2c(O)n(CCc3ccc(F)cc3)c(=O)[nH]c2=O)c(=O)n(-c2ccccc2)n1C	-16	-12	-1	-23[20 µM]	-9	4	-2	-18	-3
O=c1c2ccccc2nc(Cc2cccc([N+](=O)[O-])c2)n1-c1ccc(O)cc1	-6	-7	-1	-21	7	-3	-11	9	-5
Cn1ccnc1P(=S)(c1nccn1C)N1CCOCC1	-5	-1	33	-20	2	7	-4	-19	12
CCOP(=O)(OCC)C(NC(=O)c1ccccc1)C(Cl)(Cl)Cl (centres undefined)	1	-6	0	-23	-8	-4	3	-18	-3
Later entries
SMILES	EBV gp42 block	p47phox inh	Runt-CBFb FRET	Furin inhibitor	Tb hexokinase	p97 ATPase inh	RBBP9 inh	Calpain2 inh	Runt-SMMHC FRET
CC12CN3CCN(CC(C3)C1O)C2 (centres undefined)	-12	0	2	-12	36	8	-6	-18	-4
N/C(=N\[N+](=O)[O-])N1CCN(C(=O)c2ccccc2)CC1	-8	-11	1	-16	-3	4	2	-9	-2
CCC(=O)OC1(c2cccc(C)c2)CC(C)N(C)CC1C (centres undefined)	-13	-14	2	-19	-2	-1	3	-27	0
CCN1CCN(c2nc3c(c(=O)[nH]2)CCCC3)CC1	-17	2	-1	-33	-1	4	-7	-14	-1
COc1ccc(N2C(=O)CC(N3CC=C(c4ccccc4)CC3)C2=O)cc1 (centres undefined)	0	-17	0	-24	-3	7	-14	-12	-4
CC(C)c1ccc(-n2c(O)c(C=NC(CCS(C)=O)C(=O)O)c(=O)[nH]c2=S)cc1 (centres undefined)	-7	-25	1	1	-102	-1	-7	29	1
C[C@@H]1C2C[C@@]34COC(=O)C3=CC=C[C@H]4[C@@]13C[C@H](c1ccoc1)O[C@@H]3O2	-2	-4	0	-8	-7	5	-5	-13	2
Cc1c(NP(=O)(C(C)(C)C)C(C)(C)C)c(=O)n(-c2ccccc2)n1C	-14	-1	-1	-7	6	0	-5	15	4
CC1CCC(C(C)C)C(OC(=O)COC(=O)c2ccccc2N)C1 (centres undefined)	1	-4	-3	-8	35	2	3	-16	-3

Part of the list above, with bars between the fields.
mol | EBV gp42 block | p47phox inh | Runt-CBFb FRET | Furin inhibitor | Tb hexokinase | p97 ATPase inh | RBBP9 inh | Calpain2 inh | Runt-SMMHC FRET
CC12CN3CCN(CC(C3)C1O)C2 (centres undefined) | -12 | 0 | 2 | -12 | 36 | 8 | -6 | -18 | -4
Cc1c(NP(=O)(C(C)(C)C)C(C)(C)C)c(=O)n(-c2ccccc2)n1C | -14 | -1 | -1 | -7 | 6 | 0 | -5 | 15 | 4

Screening results (PubChem)
